# GLS inh – glutaminase GLS (human) inhibition; GLS enzymatic activity, qHTS titration; Potency, µM (top dose mostly 45.5 µM), inactives show at the top dose activity change, negative = inhibition, hits mostly inhibitors; actives 0.21% (n = 410,000); AID 624170; further: on the % scale 0 is the no-effect control and ±100 the full control effect
#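 Compounds were pin-transferred onto hKGA, after which L-glutamine (1 mM solution) and a detection mix of glutamate oxidase, HRP and Amplex Red were added. Initial and 30 min RT fluorescence reads were collected.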
# Pin1 inh – human Pin1 inhibition. Q13526. Pin1 FP peptide displacement, HiFluor488, 10 min. Potency, µM (series often up to 115 µM), for inactives: top-dose activity, negative = inhibition, actives largely listed as inhibitors. actives 0.009% (n = 390,000); active means well fitted inhibition curve with a large enough effect in the polarisation, with a control signal flat, not every such curve was filed as active; inconclusive means small, poorly fitted or top-dose-only effect, or effect the other way, or a change in a side signal; inactive means no such curve, though single readings can be large or run the other way; the % refers to the polarisation; further: on the % scale 0 is the no-effect control and ±100 the full control effect
# Target sequence (Q13526 whole entry, looked up): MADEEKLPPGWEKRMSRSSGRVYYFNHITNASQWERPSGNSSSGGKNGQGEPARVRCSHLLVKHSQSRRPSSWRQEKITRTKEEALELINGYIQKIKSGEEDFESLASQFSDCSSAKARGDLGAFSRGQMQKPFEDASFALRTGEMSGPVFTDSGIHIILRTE
# PGK inhibitor – blocks T. brucei phosphoglycerate kinase. actives 0.043% (n = 380,000). PGK/GAPDH coupled, Kinase-Glo luminescence, 60 min. P07378. Potency, µM (series often up to 57.5 µM), for inactives: at the highest dose activity change, negative = inhibition, hits mostly inhibitors; further: on the % scale 0 is the no-effect control and ±100 the full control effect; nearly all actives have a fitted effect of over 60% in size
#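 Recombinant glycosomal PGK reaction used 1,3-bisphosphoglycerate generated in-well by GAPDH (100nM final) in 100mM TEA pH 7.6, 5mM MgCl2, 0.01% Tween-20. After 60 minutes at room temperature, ATP was read by Kinase-Glo Plus luminescence end-point.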
# JMJD2A Tudor – blocks the human JMJD2A Tudor domain | O75164 | actives 4.4% (n = 390,000) | AlphaScreen JMJD2A-Tudor / H3K4me3 peptide binding | AID 504339 | Potency, µM (doses to about 114 µM), for the others: at the highest dose activity change, negative = inhibition, hits mostly inhibitors; further: on the % scale 0 is the no-effect control and ±100 the full control effect; nearly all actives have a fitted effect of over 50% in size
# HP1b chromo inh – HP1-beta chromodomain-methylated histone interaction inhibition; actives 0.56% (n = 390,000); P83916; AID 540317; AlphaScreen HP1-beta / biotin-H3K9me3 peptide binding; Potency, µM (series often up to 114 µM), for the others: top-dose activity change, negative = inhibition, hits mostly inhibitors; further: nearly all actives have a fitted effect of over 70% in size; inactives centre near 23
# Target sequence (P83916 whole entry, looked up): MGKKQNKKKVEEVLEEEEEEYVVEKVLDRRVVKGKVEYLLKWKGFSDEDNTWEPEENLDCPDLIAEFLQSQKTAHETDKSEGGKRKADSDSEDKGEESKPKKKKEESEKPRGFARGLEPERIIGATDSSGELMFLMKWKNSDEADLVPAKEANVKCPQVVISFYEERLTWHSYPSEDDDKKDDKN
#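 Compound inhibition of the preformed complex between 50 nM HP1-beta and 50 nM biotinylated H3K9me3 peptide was read by AlphaScreen. Buffer was PBS pH 7.4 with 0.01% Tween-20. Incubations ran 30 min at room temperature, with 10 ug/mL donor/acceptor beads.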
# Pol iota inh – inhibitors of human DNA polymerase iota; Q9UNA4; Pol iota fluorescent replication assay, 10 min; Potency, µM (series often up to 115 µM), for the others: top-dose activity, negative = inhibition, actives largely listed as inhibitors; actives 1% (n = 390,000)
#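 Fluorescent replication assay read twice, at 0 min and 10 min after adding 50 nM (final) substrate. Enzyme (10 nM) and compounds were first incubated 15 min at room temperature; enzyme-free buffer wells were negative controls.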
# G9a inh – G9a (human) methyltransferase inhibition | Q96KQ7 | G9a H3K9 monomethylation, AlphaScreen, 2 h | Potency, µM (doses to about 102 µM), without a hit: at the top dose activity, negative = inhibition, usual class: inhibitors | actives 8.8% (n = 350,000); further: on the % scale 0 is the no-effect control and ±100 the full control effect; nearly all actives have a fitted effect of over 75% in size
# Target sequence (Q96KQ7 913-1193 limits assumed): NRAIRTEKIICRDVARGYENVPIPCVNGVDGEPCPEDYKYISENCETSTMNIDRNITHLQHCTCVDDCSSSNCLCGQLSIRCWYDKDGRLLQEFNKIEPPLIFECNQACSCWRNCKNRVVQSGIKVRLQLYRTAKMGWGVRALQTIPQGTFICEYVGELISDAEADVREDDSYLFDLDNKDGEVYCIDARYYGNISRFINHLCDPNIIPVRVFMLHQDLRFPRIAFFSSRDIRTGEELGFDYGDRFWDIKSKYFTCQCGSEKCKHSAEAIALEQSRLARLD
#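 AlphaScreen detection with an anti-monomethyl H3K9 antibody quantified product after a 2 h room-temperature reaction containing 500 nM biotinylated H3K9 peptide, 20 µM SAM and 20 nM enzyme, which had been preincubated 15 min with compound.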
# BAZ2B inh – blocks human BAZ2B | Q9UIF8 | AlphaScreen BAZ2B-H3K14Ac peptide displacement | Potency, µM (doses to about 114 µM), for inactives: top-dose activity change, negative = inhibition, usual class: inhibitors | actives 4.4% (n = 360,000) | AID 504333; further: on the % scale 0 is the no-effect control and ±100 the full control effect; nearly all actives have a fitted effect of over 60% in size
#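 Complex of BAZ2B and biotin-H3K14Ac (50 nM apiece) forms over 30 min at RT, then faces library compounds up to 110 uM for another 30 min; AlphaScreen beads added, 20 min dark incubation, luminescence read.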
# BLM helicase inh – Bloom syndrome helicase (human) inhibition | actives 0.2% (n = 350,000) | Potency, µM (highest dose often 56.1 µM), inactives show at the highest dose activity change, negative = inhibition, usual class: inhibitors | AID 2528 | recombinant BLM DNA unwinding, fluorescence dequenching;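 further: plate controls were vehicle for no effect and no enzyme for full effect; nearly all actives have a fitted effect of over 35% in size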
# An asterisk follows results filed as active; i = inactive; ? = inconclusive; / = no result given; & = joins results of further samples; [ ] = dose if it differs, or a comment. Unless noted, the call rests on the fitted dose curve; in most records, active means well fitted curve in the direction sought with a large enough effect; inconclusive means small, poorly fitted or top-dose-only effect, or another doubt; inactive means no such curve, though single readings can be large; an effect the other way counts as inactive or inconclusive. Potency means the concentration at half of the fitted maximal effect. Not all compounds are listed; count on the stated rates, not on these rows.
molecule,GLS inh,Pin1 inh,PGK inhibitor,JMJD2A Tudor,HP1b chromo inh,Pol iota inh,G9a inh,BAZ2B inh,BLM helicase inh
Clc1ccc(-c2ccnc(Oc3ccc4ccccc4c3)n2)cc1,-1%,2%,3%,-19%,18%,8%,-1%[59 µM],1%,1%
COc1ccc(NC(=O)CC2C(=O)N(c3ccc(F)cc3)C(=O)N2Cc2ccc3c(c2)OCO3)cc1 (configuration not stated),-5%,1%,5%,-9%,43%[activator],43%[activator],-32%[59 µM],-1%,-3%
COc1ccccc1N1CCN(C(=O)c2cn(Cc3ccccc3)nc2-c2cccnc2)CC1,4%,-2%,-5%,-9%,29%,18%,?,-2%,/
COc1ccnc(Oc2ccc(F)cc2)c1-c1ncn[nH]1,2%,-2%,-3%,-5%,37%,33%[activator],-16%,-18%,-3%
CCCn1cc(S(=O)(=O)c2cccc(Cl)c2)c(=O)c2cc(F)c(N3CCCC3)cc21,4%,8%,-5%,11%,44%[activator],21%,1%[59 µM],6%,-3%
Cc1c(O)ccc(-c2n[nH]c(C(=O)O)c2-c2nc3ccccc3s2)c1O,-21%,0%,6%,-7%,24%,31%[activator],45µM*,?,3%
CC1(C)CC(=O)C/C(=N\NC(=O)C2CC23CCC3)C1 (configuration not stated),?,7%,i,2%,40%,101%[activator],15%[59 µM],-23%,3%
COC(=O)C1=C(C)Nc2c(c(=O)n(C)c(=O)n2C)C1c1cccc(O)c1 (configuration not stated),-4%,-1%,-10%,-16%,-4%,20%,/,-2%,-2%
O=S(=O)(c1cnc(Cl)c(Br)c1)N1CCN(c2ncccn2)CC1,-5%,0%,-2%,-16%,24%,-6%,-12%,-35%,1%
COc1ccc(N(CC(=O)NC2CCCC2)C(=O)CS(=O)CC(=O)Nc2ccc3c(c2)OCO3)cc1 (configuration not stated),-6%,-3%,1%,-1%,30%,-17%,5%,-12%,-2%
CCCCCCOc1ccc(C2C(=O)N(C3CCCCC3)CC(=O)N2CCCC)cc1 (configuration not stated),-7%,-1%,-10%,-5%,38%[activator],?,23%[59 µM],21%,-8%
O=c1c2ccccc2c(/C=N/n2cnnc2)c(O)n1-c1ccccc1,14%,-2%,/,89µM*,19%,8%,-10%[12.7 µM],?,-2%
CSc1ccc(S(=O)(=O)Nc2ccc(OCC(=O)N3CCOCC3)cc2)cc1,-6%,-3%,-7%,-9%,24%,74%[activator],11µM*,2%,2%
CCOc1ccc(C(=O)c2cn(Cc3cccc(OC)c3)c3cc4c(cc3c2=O)OCO4)cc1,1%,46%[activator],i,-31%,4%,25%,?,-22%,-5%
CCC(=O)Nc1cc(C(C)(C)C)ccc1C(C)=O,-13%,-13%,-2%,7%,56%[activator],11%,29%,6%,3%
CCCN1CCN(CCCNC(=O)Cn2nc(C)n3c(cc4cc(F)ccc43)c2=O)CC1,-13%&-5%,3%&1%,-4%&-10%,-14%&-4%,-1%&35%,-4%&12%,18%&8%[59 µM],1%&5%,-6%&-3%
C[C@]12c3[nH]c4ccc(Cl)cc4c3CCN1C(=O)[C@@H](CC(=O)NCC13CC4CC(CC(C4)C1)C3)C[C@@H]2C(=O)N1CCOCC1,5%,6%,-2%,?,7%,?,/,/,/
O=C(Nc1ccc2c(c1)CCC2)c1cc(=O)[nH]c2ccccc12,1%,-1%,1%,-7%,4%,40%[activator],3%,-1%,-3%
O=c1[nH]c(C(F)(F)F)nc2ccccc12,-22%,-4%,-1%,-6%,46%[activator],2%,8%[59 µM],-1%,-1%
O=C(Cn1cnc2c(oc3ccccc32)c1=O)Nc1ccc(F)cc1F,-12%,?,-1%,-31%,7%,-2%,-49%[59 µM],?,-9%
CCn1cc(/C=C/C(=O)Nc2ccc(C)cc2Br)cn1,2%,1%,-5%,-2%,42%[activator],120%[activator],17%[59 µM],4%,-1%
CSc1nc2sc3c(c2c(=O)[nH]1)CC(C)(C)OC3,4%,-5%,-6%,-12%,30%,16%,5%[0.501 µM],-1%,0%
CCCCn1c(N)c(N(CCC(C)C)C(=O)COC(=O)Cc2ccc(Cl)cc2)c(=O)[nH]c1=O,-5%,-2%,i,-3%,39%,22%,/,/,/
Cc1ccc(C)n1-c1nnc(N2CCCC(C(=O)Nc3ccc(C(C)C)cc3)C2)s1 (configuration not stated),-2%,8%,0%,-16%,2%,13%,7%[59 µM],-6%,1%
Cn1c(=O)[nH]c(=O)c2c1nc(N1CCOCC1)n2CCSc1nnnn1-c1ccccc1,-13%,-6%,-7%,-26%,13%,-1%,-24%,-29%,-1%
Cc1cn2c(=O)cc(COC(=O)COc3ccc(F)cc3)nc2s1,10%,-7%,i,-20%,19%,-4%,17%[59 µM],-13%,1%
O=C1N[C@@H](c2ccccc2)COC(=O)[C@H](Cc2ccc(F)cc2)CC/C=C/C[C@@H]1CC(=O)N(CCO)Cc1ccccc1,2%,0%,0%,-26%,12%,-17%,/,/,/
Cc1ccc(C)n1-c1ccc(N2CCOCC2)c([N+](=O)[O-])c1,4%,2%,7%,?,-18%,14%,/,?,-5%
CCc1sc(N(C(=O)Cc2ccccc2)c2ccccc2)nc1-c1ccccc1,-1%,-2%,0%,0%,29%,0%,18%[12.7 µM],-4%,1%
Cc1ccc2oc(=O)c3cnn(CC(=O)N4CCN(c5cccc(Cl)c5)CC4)c3c2c1,-4%,-2%,-9%,-4%,39%,41%[activator],-1%[59 µM],2%,-2%
Cc1cccc2cc(/C=N/NC(=O)c3ccccc3O)c(Cl)nc12,2%,21%,-18%,-33%,28%,-14%,6%[59 µM],?,-24%
COC(=O)C1=C(C)N(Cc2ccccc2)C(=NCc2cc(OC)c(OC)c(OC)c2)N[C@H]1c1cccc(F)c1,6%,-2%,-9%,-35%,17%,31%[activator],7%[12.7 µM],-6%,2%&2%
COc1ccc(OC)c(N(CC(=O)NCc2ccncc2)S(C)(=O)=O)c1,4%,-1%,1%,-7%,27%,27%,9%[59 µM],-4%,-7%
Cc1ccc2nc(N(CCCN(C)C)C(=O)CS(=O)(=O)c3ccccc3)sc2c1,11%,-2%,-1%,-19%,-2%,12%,8%[59 µM],6%,/
Cc1ccc(OCC(=O)N2CCN(C(=O)CCC3CCCC3)CC2)cc1,-2%,1%,-9%,-4%,19%,-8%,5%[59 µM],9%,0%
COc1ccc(CC(=O)OCC(=O)N2CCc3ccccc32)cc1OC,-1%,1%,-9%,0%,51%[activator],13%,6%[59 µM],5%,/
COc1cccc(CNCCSc2nnnn2C)c1OCc1ccc(Cl)cc1,-25%,16%,-3%,-2%,22%,1%,2%[59 µM],-24%,2%
CCOc1ccc(NC(=O)N(CCC(C)C)C2CCN(C(C)=O)CC2)cc1,12%,-4%,0%,-7%,9%,8%[58.9 µM],15%[12.7 µM],4%,1%
COc1ccc2c(c1OC)C(=O)N1N=C(c3ccc(Cl)cc3)CC21 (configuration not stated),-19%,-1%,-1%,3%,21%,130%[activator],3%[59 µM],8%,-11%
CCOC(=O)C1CCN(S(=O)(=O)c2ccc(OCC(=O)OC)cc2)CC1,0%,3%,0%,-7%,21%,17%,-2%[12.7 µM],13%,-2%
O=C(C1CCC(CNS(=O)(=O)c2cccs2)CC1)N1CCN(c2ccc(Cl)cc2)CC1 (configuration not stated),1%&4%,7%&29%,-10%&7%,-21%&-17%,17%&22%,-18%&14%,18%,-3%&3%,-4%&-1%
CCc1ccc(NC(=O)c2cnn3ccccc23)cc1,0%,1%,-14%,-23%,24%,-20%,25%,-4%,-3%
CC1(C)Cc2c(sc(NC(=O)c3ccc(Br)o3)c2C#N)CO1,11%,-7%,-9%,-28%,28%,-7%,-43%[59 µM],-1%,-4%
O=C(NCC(c1cccnc1)N1CCc2ccccc2C1)c1ccc(F)c(F)c1 (configuration not stated),-3%,9%,6%,0%,35%,14%,?,-1%,-1%
CSc1nc2nc3c(cc2c(=O)n1-c1ccc(C)cc1)COC(C)(C)C3,-8%,2%,i,-17%,23%,-12%,?,-1%,-3%
CCN(CC(=O)Nc1c(F)cccc1F)C(=O)c1ccc(S(=O)(=O)N2CCCC2)cc1,-3%,1%,-7%,-12%,39%[activator],23%,-19%,36%[activator],/
COc1ccc(NCC(=O)N/N=C/c2c(C)nn(Cc3ccccc3)c2Cl)cc1,10%,-6%,-2%,?,-28%,24%,?,45µM*,-8%
CC(=O)c1ccc(N2Cc3ccccc3/C2=N\C(=O)Nc2ccccc2)cc1,0%,3%,-12%,-17%,22%,11%,9%,11%,2%
COc1cc(CN2C(=S)NC(C)(C)CC2(C)O)cc(OC)c1 (configuration not stated),-1%,1%,-6%,1%,42%[activator],-14%,13%[59 µM],-3%,4%
Brc1ccccc1OCCCCCN1CCOCC1,1%,-2%,-4%,4.5µM*,?,110%[activator],40µM*,56µM*,0%
O=C(CN1C(=O)c2ccccc2S1(=O)=O)c1ccc(F)c(F)c1,-3%,-4%,-1%,-11%,42%[activator],18%,19%,1%,-2%
COc1ccc(CNC(=O)CCc2c(C)nc3c4cccnc4nn3c2C)cc1,1%,-4%,-4%,-27%,50%[activator],21%,18%[59 µM],-14%,4%
CCC(=O)N1c2nc(C(C)C)nn2C2(CCCCC2)[C@@H]2CCCC[C@@H]21,-9%,35%[activator],-6%,-14%,38%,36%[activator],1%[59 µM],-3%,-2%

# One compound at a time (already shown):
# O=C(CN1C(=O)c2ccccc2S1(=O)=O)c1ccc(F)c(F)c1 is entered as GLS inh: -3%; Pin1 inh: -4%; PGK inhibitor: -1%; JMJD2A Tudor: -11%; HP1b chromo inh: 42%[activator]; Pol iota inh: 18%; G9a inh: 19%; BAZ2B inh: 1%; BLM helicase inh: -2%
# COc1ccc(CNC(=O)CCc2c(C)nc3c4cccnc4nn3c2C)cc1 is entered as GLS inh: 1%; Pin1 inh: -4%; PGK inhibitor: -4%; JMJD2A Tudor: -27%; HP1b chromo inh: 50%[activator]; Pol iota inh: 21%; G9a inh: 18%[59 µM]; BAZ2B inh: -14%; BLM helicase inh: 4%

# High-throughput results deposited in PubChem BioAssay by National Center for Advancing Translational Sciences (NCATS).
